VLA-4 inh: inhibition in a human VLA-4 binding assay | VLA-4 expressing cells, ligand binding flow cytometry | inhibition, % (about 7 µM as worked out from the volumes in the protocol) | 0.2% of 330,000 active | AID 2557; in the data active means inhibition above about 50%
Fh CTSL1 inh: blocks F. hepatica cathepsin L1 in PFM18AAP counter-screen. 0.49% of 300,000 active. recombinant F. hepatica cathepsin L1, Z-Leu-Arg-MCA fluorescence. inhibition, % at 5.96 µM;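 active means inhibition above the mean of all tested compounds plus 3 SD, set per screening campaign, cut at about 17% in these data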;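 further: 0% = plate median of test compound wells and 100% = 1 µM Z-Phe-Ala-diazomethylketone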
GASC-1 inh: blocks human GASC-1 demethylase activity | 0.069% of 330,000 active | Q9H3R0 | AID 2099 | GST-JMJD2C(1-420) H3K9me3 demethylation, DELFIA europium | inhibition, % at 2.35 µM;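 active means more than half of a compound's replicate wells show inhibition beyond 50%, single wells judged on their own value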;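 further: signal counts dimethyl H3K9 product captured on neutravidin plate; 0% = median of DMSO wells and 100% = 0.3 times that DMSO median; strong numbers were not always called active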
Target sequence (Q9H3R0 1-420 limits assumed): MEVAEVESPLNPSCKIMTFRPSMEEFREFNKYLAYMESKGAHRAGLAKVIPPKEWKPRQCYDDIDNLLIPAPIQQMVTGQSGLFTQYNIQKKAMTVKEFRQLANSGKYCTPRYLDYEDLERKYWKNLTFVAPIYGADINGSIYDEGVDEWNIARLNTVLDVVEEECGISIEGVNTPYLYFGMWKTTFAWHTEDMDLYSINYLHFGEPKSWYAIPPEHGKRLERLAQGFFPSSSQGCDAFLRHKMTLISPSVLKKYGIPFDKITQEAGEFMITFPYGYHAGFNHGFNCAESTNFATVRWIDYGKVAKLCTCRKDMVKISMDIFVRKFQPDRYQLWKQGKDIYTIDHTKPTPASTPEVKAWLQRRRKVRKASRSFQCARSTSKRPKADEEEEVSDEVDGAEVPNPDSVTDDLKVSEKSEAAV
GRK2 aptamer HTS: human GRK2 inhibition via aptamer displacement | bead flow cytometry, FAM-aptamer displacement from GRK2 | inhibition of aptamer binding, % at 10 µM | 0.59% of 330,000 active | AID 488847;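 active means inhibition of aptamer binding above 40%, roughly 3 SD of noise, on plates passing a quality check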;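 further: median bead fluorescence of bound FAM aptamer so fluorescent compounds give negative values; no value below 0 was filed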
proCasp3 act: activates human procaspase-3. P42574. recombinant procaspase-3 D3A, Ac-DEVD-pNA absorbance 405 nm. 0.11% of 330,000 active. activation, % at 8.5 µM;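 active means activation above the mean of all tested compounds plus 3 SD, cut at about 21% in these data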;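 further: 0% = DMSO alone and 100% = DMSO wells spiked with extra 5 µM PC-3 D3A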
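System: Procaspase-3 D3A mutant. Medium: Zinc-free 300 mM NaCl, 50 mM HEPES, 0.01% Triton X-100. Schedule: 1 h preincubation plus 2 h reaction at 25 °C. Measured by: 405 nm absorbance of p-nitroaniline, reads at 0 and 120 min. Read-out: percent activation relative to control range.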
core dimer inh: blocks dimerization of HCV core protein; TR-FRET GST/Flag-core106 dimerization, 1536-well; inhibition, % at 5 µM; 0.33% of 300,000 active; AID 1899;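 active means inhibition above the mean of all tested compounds plus 3 SD, set per screening campaign, cut at about 45% in these data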
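assay system = GST-tagged and Flag-tagged HCV core protein residues 1-106 | controls = unlabelled core106 and no-GST-core106 wells | incubation = compound-protein-antibody incubation 4 h at 22.5 °C | probe or stimulus = Eu donor and XL665 acceptor anti-tag antibodies | read-out = % inhibition based on acceptor/donor emission ratio | signal = TR-FRET 671 and 617 nm emission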
procasp7 counter: counter-screen for procaspase-3 activators: activators of human procaspase-7; P55210; recombinant procaspase-7, Ac-DEVD-pNA absorbance 405 nm; D23A/D198A/D206A triple mutant, cannot self-cleave; scale: DMSO 0, 5 µM enzyme 100; activation, % at 8.5 µM; 0.093% of 330,000 active;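 active means percent activation above the screen-wide mean plus 3 SD, cut at about 25% in these data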
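System: Uncleavable procaspase-7 mutant enzyme; Amount: 2 µM procaspase-7 mutant as dispensed; Schedule: 1 h compound preincubation, 2 h substrate cleavage, 25 °C; Measured by: 405 nm absorbance of p-nitroaniline; Evaluation: percent activation from buffer-corrected 0–120 min absorbance change; Control set: low DMSO alone, high DMSO plus 5 µM PC-7.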
PP5 primary: blocks human protein phosphatase 5 activity. P53041. 0.18% of 320,000 active. purified PP5c, OMFP substrate fluorescence. inhibition, % at 6.7 µM;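 active means inhibition above the campaign's mean inhibition across all tested compounds plus 3 SD, cut at about 9.5% in these data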;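 further: 0% = DMSO only and 100% = 100 µM cantharidin control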
Target sequence (P53041 whole entry, looked up): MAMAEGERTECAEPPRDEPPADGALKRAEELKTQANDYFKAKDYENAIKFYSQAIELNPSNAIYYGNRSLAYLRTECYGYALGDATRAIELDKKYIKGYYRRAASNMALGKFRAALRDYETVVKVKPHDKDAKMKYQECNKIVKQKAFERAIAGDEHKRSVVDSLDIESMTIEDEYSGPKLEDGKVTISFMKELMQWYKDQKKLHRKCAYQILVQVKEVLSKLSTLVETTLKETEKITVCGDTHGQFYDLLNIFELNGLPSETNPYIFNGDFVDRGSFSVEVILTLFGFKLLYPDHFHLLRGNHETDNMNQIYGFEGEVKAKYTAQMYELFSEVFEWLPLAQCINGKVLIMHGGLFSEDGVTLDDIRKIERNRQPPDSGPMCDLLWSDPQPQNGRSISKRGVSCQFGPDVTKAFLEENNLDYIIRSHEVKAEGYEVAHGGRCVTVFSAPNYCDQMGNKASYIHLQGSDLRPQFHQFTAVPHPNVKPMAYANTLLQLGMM
PP1 counter: blocks human PP1-alpha phosphatase, a PP5 counter-screen | inhibition, % at 6.7 µM | 0.9% of 320,000 active | purified PP1alpha, OMFP fluorescence;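 active means inhibition above the mean inhibition of all tested compounds plus 3 SD, computed separately for each screening campaign, cut at about 15% in these data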
An asterisk follows results filed as active; · = no result given. Outcome played no part in choosing rows; about 2.6% have a hit in one of these screens.

Screens in order – VLA-4 inh	Fh CTSL1 inh	GASC-1 inh	GRK2 aptamer HTS	proCasp3 act	core dimer inh	procasp7 counter	PP5 primary	PP1 counter
1: Cc1ccc2cc(C)c(SCC(=O)NCc3ccco3)nc2c1
 : -18	1	1	2	-6	17	-2	3.0	-3
2: Cn1c(N)c(C(=O)CCl)c(=O)n(Cc2ccccc2)c1=O
 : ·	1	-8	·	3	10	3	-1.1	-1
3: C[C@H]1CCC[C@@]2(O[C@@H](CCO)C[C@H](O)[C@H]2O)O1
 : -7	-1	8	0	6	6	8	1.9	-3
4: CSc1ccccc1C(=O)N(C)C(c1ccccc1)c1ccccc1
 : 5	4	8	0	1	11	-1	2.0	3
5: O=C(Nc1ccccc1)NC1CCCCCCC1
 : -5	-1	-4	0	-13	-5	3	1.1	-1
6: CC(C)C(=O)N1CCN(c2ccc(NC(=O)c3ccco3)cc2Cl)CC1
 : 3	-4	11	0	9	-6	-2	0.6	-2
7: Cc1ccc(/C=C/C(=O)c2ccc([N+](=O)[O-])o2)cc1
 : 3	1	5	1	-2	11	-11	0.8	7
8: Cc1cccc(CCNCc2c(C(=O)O)c(C)n(-c3ccccc3)c2C)c1
 : 2	-1	2	0	4	11	-4	1.1	4
9: COc1ccc(-n2c(=O)[nH]cc(C(=O)Nc3ccc4c(c3)OCCO4)c2=O)cc1
 : 7	-1	2	3	0	0	1	4.1	0
10: CCOC(=O)NC(=O)/C(C#N)=N/Nc1ccc(F)cc1
 : 2	4	-9	0	-1	0	7	1.0	0
11: COc1ccc(-n2c(C)cc(C(=O)COC(=O)c3cc(OC)c(OC)cc3NC(=O)c3cccs3)c2C)cc1
 : -15	2	-2	3	1	11	-6	1.1	1
12: Cc1ccc(C(=O)NCC(=O)NCC(c2cccs2)N(C)C)cc1C (centres undefined)
 : 6	·	4	0	6	·	0	·	·
13: COc1ccc(-n2c(-c3ccco3)n[nH]c2=S)cc1
 : 5	-3	1	0	0	-2	2	-1.4	-4
14: CC(=O)NCCC(=O)N1CCc2c([nH]c3ccccc23)C1c1cccc(C)c1 (centres undefined)
 : 0	1	-3	1	3	10	-5	1.1	-2
15: CCn1c(SCC(=O)N2CCOCC2)nc2ccccc21
 : 6	-3	-41	0	-3	4	11	3.9	-2
16: Cc1c(NC(=S)NC(=O)c2ccc(Cl)cc2)c(=O)n(-c2ccccc2)n1C
 : -7	-1	-7	0	-9	-3	3	-3.1	-1
17: COC(=O)c1cc(OC)c(OC)cc1NC(=O)c1c(-c2ccccc2)noc1C
 : 10	0	6	3	10	3	-2	1.8	2
18: COc1ccc(-c2cc(C(F)(F)F)nc(SCC(=O)NCCN3CCOCC3)n2)cc1OC
 : -10	3	2	0	-10	-2	-14	-0.8	0
19: CCOC(=O)c1cccc(NC(=O)Nc2ccc(OCC)cc2)c1
 : -10	4	-1	6	0	0	5	2.7	-1
20: Fc1ccc(OCc2nn[nH]n2)c(F)c1
 : 3	-2	-7	0	-7	-10	4	0.3	2
21: CC(C)n1c(CNC(=O)c2ccccc2)nc2ccccc21
 : 23	1	-9	0	10	0	5	0.3	-3
22: Cc1nc(-c2cccc(S(=O)(=O)N3CCCC(C)C3)c2)cs1 (centres undefined)
 : 10	-4	-3	0	-2	5	8	1.9	-2
23: CO/C(N)=C(\C#N)N=Cc1ccccc1Cl
 : 0	3	-8	0	2	0	6	0.8	-1
24: CCc1ccc(-c2csc3ncn(CC)c(=O)c23)cc1
 : -5	-1	-8	1	6	7	-1	-2.4	-2
25: CS(=O)(=O)c1cnc(-c2ccccc2)nc1Sc1ccc(F)cc1
 : -1	4	7	2	-11	-13	3	2.6	0
26: CCOC(=O)c1ccc(N2C(=O)c3cccc4c(C(=O)O)ccc(c34)C2=O)cc1
 : 5	4	1	·	-3	1	-3	4.1	-1
27: CN(C)c1ccc(NC(=O)C2CCCN(S(=O)(=O)c3ccccc3)C2)cc1 (centres undefined)
 : 13	1	1	1	-13	-1	-19	-5.0	-8
28: COc1ccc(N2CCC(CNC(=S)Nc3ccc(C)cc3C)C2)cc1 (centres undefined)
 : -7	16	-5	0	-11	-7	-15	2.5	8
29: CC(=O)c1ccc2c(c1)N(CCCN1CCC(CCO)CC1)c1ccccc1S2
 : 32	2	·	0	-4	-21	-1	-1.1	-2
30: C=CCN1C(=O)C(O)=C(C(C)=O)C1c1ccccc1F (centres undefined)
 : 7	2	3	0	7	-3	12	-1.8	1

Three compounds from above, arranged by length of the SMILES, highest first.
Screens in order – VLA-4 inh	Fh CTSL1 inh	GASC-1 inh	GRK2 aptamer HTS	proCasp3 act	core dimer inh	procasp7 counter	PP5 primary	PP1 counter
18: COc1ccc(-c2cc(C(F)(F)F)nc(SCC(=O)NCCN3CCOCC3)n2)cc1OC
 : -10	3	2	0	-10	-2	-14	-0.8	0
27: CN(C)c1ccc(NC(=O)C2CCCN(S(=O)(=O)c3ccccc3)C2)cc1 (centres undefined)
 : 13	1	1	1	-13	-1	-19	-5.0	-8
28: COc1ccc(N2CCC(CNC(=S)Nc3ccc(C)cc3C)C2)cc1 (centres undefined)
 : -7	16	-5	0	-11	-7	-15	2.5	8

The list goes on.
Screens in order – VLA-4 inh	Fh CTSL1 inh	GASC-1 inh	GRK2 aptamer HTS	proCasp3 act	core dimer inh	procasp7 counter	PP5 primary	PP1 counter
31: O=C(C1=CC=CN2CCS(=O)(=O)N=C12)N1CCN(c2cccc(Cl)c2)CC1
 : 0	·	0	0	-1	·	0	3.6	-4
32: CC(C)CNC(=O)COC(=O)Cc1ccc(Cl)cc1
 : 0	-3	23	0	3	-2	6	2.0	-1
33: COc1cc(N)c(Cl)cc1C(=O)OCC(=O)NCC1CCCCC1
 : 11	·	2	0	13	·	-1	·	·
34: CCCOc1ccc(CNC(=O)c2ccc3c(c2)N(CC)CCS3)cc1
 : -7	3	13	0	15	-7	-1	2.5	5
35: COC(=O)c1ccc(S(=O)(=O)N2CCCCCC2)cc1
 : 0	-2	3	0	5	-8	6	3.5	-3
36: CCOC(=O)c1cc(CC)sc1NC(=O)COC(=O)c1cnccn1
 : 4	-12	-3	3	3	-1	-1	-2.2	2
37: CCC(C)c1ccc(NC(=S)Nc2ccc(OC)c(OC)c2)cc1 (centres undefined)
 : 11	0	5	0	-5	1	-13	2.9	5
38: COC(=O)c1ccc(-c2nc(CN3CCCN(C(=O)c4ccco4)CC3)c(C)o2)cc1
 : 10	1	7	3	-5	0	5	-0.5	0
39: O=C1/C(=C/c2ccc3c(c2)OCO3)Oc2cc(OCC(=O)N3CC(O)C[C@H]3C(=O)O)ccc21 (some centres undefined)
 : 2	8	30	2	0	-13	10	8.0	-1
40: CC(C)(C)OC(=O)N1CCC[C@H]1c1nnc(SCc2ccc(Cl)cc2Cl)o1
 : -6	-2	-10	1	5	7	1	4.6	4
41: Cc1ccc(-n2ncc3c2CCCC3NC(=O)CSc2ccccn2)cc1C (centres undefined)
 : -7	2	-20	0	0	2	-4	2.7	1
42: Cc1ccc(Cl)c2c1NC(=O)C2(O)CC(=O)c1ccc(Br)cc1 (centres undefined)
 : -12	-1	-3	0	1	-4	9	4.5	3
43: CCOC(=O)c1sc(NC(=O)CCC(=O)O)nc1C
 : -5	7	0	2	2	2	8	-0.3	0
44: CC(C)(C)NCCCCOc1ccccc1F
 : 12	-1	-7	1	0	-2	5	-0.8	-3
45: Cn1cc(Cl)c(C(=O)OCC(=O)c2ccccc2)n1
 : 2	-2	35	0	6	1	-3	0.4	-3
46: COc1ccc(CCN(C)C(=O)CN2C(=O)NC3(CCCCC3C)C2=O)cc1OC (centres undefined)
 : 2	1	3	1	1	-6	5	-0.2	-3
47: N/C(COc1cc(Cl)cc(Cl)c1)=N\O
 : -6	3	7	0	-1	-2	7	-0.2	-3
48: CNC(=O)COc1coc(CN2CCN(c3cccc(Cl)c3)CC2)cc1=O
 : -3	-3	2	0	8	0	10	0.5	-1
49: O=C(Nc1ccc(OC(F)F)c(Cl)c1)C(c1ccccc1)c1ccccc1
 : -1	2	3	0	6	-2	5	3.7	4
50: Cc1ccc(NC2c3ncccc3C(=O)N2C2CCCCC2)cc1 (centres undefined)
 : 4	-1	-2	1	-2	3	10	1.8	-2
51: COCC(=O)Oc1c(S(=O)(=O)c2ccc(C)cc2)c(C)nn1C(C)(C)C
 : 0	-1	-6	0	2	12	1	-0.9	-2
52: CCC(CC)C(=O)Nc1nnc(S(=O)(=O)N2CCc3ccccc32)s1
 : 2	-1	4	0	0	20	5	1.3	-2
53: CCN(CC)C(=O)CN1C(=O)c2cccc3cccc(c23)C1=O
 : 12	3	-3	0	-9	-1	-5	-1.1	-2

3 compounds out of the list above, arranged by the value under VLA-4 inh, largest number first.
No.	structure	VLA-4 inh
38	COC(=O)c1ccc(-c2nc(CN3CCCN(C(=O)c4ccco4)CC3)c(C)o2)cc1	10
49	O=C(Nc1ccc(OC(F)F)c(Cl)c1)C(c1ccccc1)c1ccccc1	-1
18	COc1ccc(-c2cc(C(F)(F)F)nc(SCC(=O)NCCN3CCOCC3)n2)cc1OC	-10

Results in VLA-4 inh and Fh CTSL1 inh, for some of the entries so far:
no. | mol | VLA-4 inh | Fh CTSL1 inh
11 | COc1ccc(-n2c(C)cc(C(=O)COC(=O)c3cc(OC)c(OC)cc3NC(=O)c3cccs3)c2C)cc1 | -15 | 2
8 | Cc1cccc(CCNCc2c(C(=O)O)c(C)n(-c3ccccc3)c2C)c1 | 2 | -1

Compound activity deposited in PubChem BioAssay by several laboratories.
